Caspase-7 inhib = qHTS Assay for Allosteric/Competitive Inhibitors of Caspase-7; P55210; recombinant caspase-7, Ac-DEVD-AFC fluorescence rate; Potency, µM (titrated, usually from 57.5 µM), for inactives: at the top dose activity change, negative = inhibition, hits mostly inhibitors; 0.02% of 75,000 active; AID 889, 2007; active means well fitted inhibition curve with a large enough effect in the main read-out, with a control signal flat, not every such curve was filed as active; inconclusive means small, poorly fitted or top-dose-only effect, or a change in a side signal; further: % of control where 0% means no effect
Caspase-1 inhib = qHTS Assay for Allosteric/Competitive Inhibitors of Caspase-1; Caspase-1 enzyme, Ac-WEHD-AFC fluorogenic rate; AID 900, 2007; P29466; Potency, µM (series often up to 57.5 µM), for the others: at the top dose activity change, negative = inhibition, hits mostly inhibitors; 0.03% of 75,000 active;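 further: plate controls were vehicle for no effect and no substrate for full effect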
ERK AVP inh = qHTS Assay for Inhibitors of the ERK Signaling Pathway using a Homogeneous Screening Assay. HEK293-V1b, vasopressin-stimulated pERK AlphaScreen. Potency, µM (highest dose often 57.5 µM), for the others: at the highest dose activity, negative = inhibition, most hits filed as inhibitors. 0.99% of 72,000 active. AID 995, 2007; further: on the % scale 0 is the no-effect control and ±100 the full control effect; nearly all actives have a fitted effect of over 55% in size
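qHTS, compounds titrated on V1b-expressing HEK293 cells. Preincubation 30 min at 37C, vasopressin 25 nM for 5 min, lysis 10 min, bead incubation 5 hr at room temperature.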
USP2a inh = qHTS Assay for Inhibitors of Ubiquitin-specific Protease USP2a. Ubiquitin carboxyl-terminal hydrolase 2 (Homo sapiens), O75604. USP2a enzymatic assay, qHTS inhibition. Potency, µM (series often up to 38.3 µM), without a hit: top-dose activity change, negative = inhibition, actives largely listed as inhibitors. 0.1% of 60,000 active. AID 927, 2007;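 further: nearly all actives have a fitted effect of over 60% in size; plate controls were DMSO for no effect and NEM full inhibition control for full effect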
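USP2 core (20nM final) preincubated 30 min RT with compound, then Ub-PLA2 20nM and NBD C6-HPC 20uM final added; buffer 20mM Tris-HCl pH 8.0, 2mM CaCl2. Fluorescence Ex 460/Em 535 read at 0 and 2.5 h; normalized to NEM.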
Starred values were filed as active, the others as inactive; u = inconclusive; & = joins results of further samples; [ ] = another dose, or the depositor's remark. Unless noted, the call rests on the fitted dose curve; in most records, active means well fitted curve in the direction sought with a large enough effect; inconclusive means small, poorly fitted or top-dose-only effect, or another doubt; inactive means no such curve, though single readings can be large; an effect the other way counts as inactive or inconclusive. Potency means the concentration at half of the fitted maximal effect. These rows are one share of the data; rates above refer to the full screens.

entry	compound	Caspase-7 inhib	Caspase-1 inhib
1	Cc1cccc(C(=O)O)c1O	1.8%	-1.6%
2	CCCCCN=C(N)N/N=C/c1c[nH]c2ccc(OC)cc12	1.2%&0.4%	-0.2%&-1.4%
3	CC12CCCC(O)(C1)C1CC(C)(C)C1CC2 (stereo not drawn)	-1.1%	2.0%
4	O=C(CCBr)N1CCN(C(=O)CCBr)CC1	-0.3%	5.3%
5	CC1(C)SC2C(NC(=O)C(NC(=O)N3CCNC3=O)c3ccccc3)C(=O)N2C1C(=O)O (stereo not drawn)	2.0%	1.0%
6	O=C(/C=C/c1ccccc1)c1ccc(O[C@H]2OC(CO)C(O)C(O)C2O)cc1O (stereo partly drawn)	-0.7%	3.0%
7	CC(=O)OC1CC[C@@]2(C)C3CC(=O)[C@]4(C)C(C(C)=O)=CCC4C3CC[C@H]2C1 (stereo partly drawn)	0.2%	-0.4%
8	CC(=O)N[C@@H](Cc1c[nH]c2ccccc12)C(=O)O	-0.3%	1.3%
9	COC(=O)C1OC(=O)C2OC23[C@]2(C)C(OC(C)=O)CC4C(C)(C)C(=O)CC[C@]4(C)C2CC[C@@]13C (stereo partly drawn)	0.9%	0.2%
10	COc1ccc2ccc(=O)oc2c1CC=C(C)C	0.1%	-2.3%
11	C=C[C@](C)(O)CCC1C(=C)CCC2[C@@](C)(CO)CCC[C@@]12C (stereo partly drawn)	1.4%	1.1%
12	COC(=O)CC1C(C)(C)C(=O)C2CC3C4=CC(=O)OC(c5ccoc5)[C@]4(C)CCC3[C@@]1(C)C2=O (stereo partly drawn)	-0.4%	0.8%
13	NCCC(O)C(=O)NC1C[C@@H](N)[C@H](O[C@@H]2OC(CN)C(O)C(O)C2O)C(O)[C@H]1O[C@H]1OC(CO)C(O)C(N)C1O (stereo partly drawn)	-1.6%	1.3%
14	C=C(C)C1CC[C@]2(CO)CC[C@@]3(C)[C@H](CCC4[C@@]5(C)CCC(O)C(C)(C)C5CC[C@@]43C)C12 (stereo partly drawn)	0.2%	0.8%
15	COc1ccc2cc1Oc1ccc(cc1)CC1c3c(cc4c(c3Oc3cc5c(cc3OC)CCN(C)C5C2)OCO4)CCN1C (stereo not drawn)	1.6%	0.0%

entry	ERK AVP inh	USP2a inh
1	17.3%	3.2%
2	5.6%&-3.5%	-4.0%&36.5%
3	-1.5%	-7.1%
4	24.5%	54.5%[activator]
5	0.9%	2.4%
6	20.0%	-7.0%
7	11.8%	-4.6%
8	32.2%	3.3%
9	-4.0%	2.6%
10	2.0%	-4.5%
11	-12.1%	1.6%
12	6.8%	14.5%
13	10.0%	-9.6%
14	6.4%	12.0%
15	-24.6%	35.1%[activator]

Next part; the last two above are carried over.
entry	compound	Caspase-7 inhib	Caspase-1 inhib
14	C=C(C)C1CC[C@]2(CO)CC[C@@]3(C)[C@H](CCC4[C@@]5(C)CCC(O)C(C)(C)C5CC[C@@]43C)C12 (stereo partly drawn)	0.2%	0.8%
15	COc1ccc2cc1Oc1ccc(cc1)CC1c3c(cc4c(c3Oc3cc5c(cc3OC)CCN(C)C5C2)OCO4)CCN1C (stereo not drawn)	1.6%	0.0%
16	COc1cccc(/C=C/C(=O)O)c1C(C)C	-0.2%	-3.6%
17	CC(C)CCCC(C)C1CCC2C3CC=C4CC(=O)CC[C@@]4(C)C3CC[C@@]12C (stereo partly drawn)	-0.7%	3.1%
18	O=c1c(O)c(-c2ccccc2)oc2ccc3occc3c12	-1.2%	-2.0%
19	C=CCCCCCCCCCCCC(O)CC(O)COC(C)=O (stereo not drawn)	0.2%	2.1%
20	CNCc1ccccc1	-1.2%	2.1%
21	Cc1cc(=O)oc2cc(O)c(O)cc12	0.3%	1.5%
22	CC(C)=CCC/C(C)=C/CC/C(C)=C/CC/C(C)=C/CC/C(C)=C/CC/C(C)=C/CC/C(C)=C/CC/C(C)=C/CC/C(C)=C/CO	-1.1%	1.3%
23	COc1ccc(C(=O)c2ccccc2)c(O)c1O	-0.8%	0.2%
24	COc1ccc(-c2cc(=O)c3c(O)c(OC)c(OC)c(OC)c3o2)cc1	1.4%	-1.1%
25	CC(C)c1c(O)ccc2c1CCC1C(C)(C)CCC[C@@]21C (stereo partly drawn)	-11.1%	-5.1%
26	COc1ccc2c(=O)c(CC(=O)O)coc2c1	0.0%	-0.2%
27	CCCCCCCCCCCCCc1ccco1	-0.8%	0.9%
28	NC(CCC(=O)N[C@@H](CS)C(=O)NCC(=O)O)C(=O)O (stereo partly drawn)	1.8%	3.4%
29	C=C1C(N)CC2CC1C2(C)C (stereo not drawn)	-1.7%	0.2%
30	COc1cc(NC(C)CCCN)c2ncccc2c1 (stereo not drawn)	-7.8%	u

entry	ERK AVP inh	USP2a inh
14	6.4%	12.0%
15	-24.6%	35.1%[activator]
16	10.4%	2.5%
17	14.8%	33.4%[activator]
18	-9.4%	-5.9%
19	-17.1%	81.8%[activator]
20	22.4%	5.9%
21	-17.9%	4.2%
22	16.0%	-11.6%
23	-18.4%	-0.7%
24	u	-3.4%
25	19.8%	u
26	3.0%	-7.9%
27	9.2%	-15.3%
28	-8.1%	-6.3%
29	-26.1%	-6.5%
30	2.3%	-10.6%

More records follow:
entry	compound	Caspase-7 inhib	Caspase-1 inhib
31	Nc1nc2[nH]c(=O)[nH]c2c(=O)[nH]1	1.4%	-0.4%
32	COc1ccc(-c2coc3cc(O)ccc3c2=O)c(OC)c1O	-1.8%	-2.6%
33	Nc1nc2c([nH]c(=S)n2C2OC(CO)C(O)C2O)c(=O)[nH]1 (stereo not drawn)	-1.9%	-3.6%
34	CC(=O)Oc1ccc2c(c1)CCC1C2CC[C@]2(C)C(OC(C)=O)CCC12 (stereo partly drawn)	-3.0%	-2.0%
35	Cc1ncc([N+](=O)[O-])n1CC(C)O (stereo not drawn)	2.1%	-0.3%
36	COc1ccc(-c2coc3c(O)c(OC)ccc3c2=O)cc1	4.4%	0.7%
37	COc1cc(O)c(C(=O)/C=C/c2ccc(OC)c(O)c2)c(OC)c1	-3.7%	2.7%
38	COC1C(O)C(CO)OC1n1c(Br)nc2c(=O)[nH]c(N)nc21 (stereo not drawn)	1.3%	0.4%
39	COc1c(Cl)ccc(Cl)c1C(=O)O	-0.6%	0.4%
40	COc1cc(OC)c2ccc(=O)oc2c1	-2.9%	1.4%
41	CCCCC(=O)OC1CCC2C3CCc4cc(O)ccc4C3CC[C@]12C (stereo partly drawn)	-0.9%	-1.5%
42	NCC1O[C@@H](O[C@H]2C(O)C(O[C@@H]3C(O[C@H]4OC(CO)C(O)C(O)C4N)C(N)CC(N)[C@H]3O)O[C@@H]2CO)C(N)C(O)C1O (stereo partly drawn)	0.3%	-1.9%
43	CC(=O)OC1CC[C@]2(C)C(CC[C@@]3(C)C2C(=O)C=C2C4C(C)C(C)CC[C@@]4(C(=O)O)CCC23C)C1(C)C (stereo partly drawn)	-3.1%	-2.0%
44	CC1OC(OCC2OC(Oc3c(-c4ccc(OCCO)c(OCCO)c4)oc4cc(OCCO)cc(O)c4c3=O)C(O)C(O)C2O)[C@@H](O)C(O)C1O (stereo partly drawn)	-1.1%	4.3%
45	C/C=C(\C)C(=O)OC1[C@@H]2C=C3C4CC(=O)OC(c5ccoc5)[C@]4(C)CCC3[C@@](C)(C2=O)C(C(O)C(=O)OC)C1(C)C (stereo partly drawn)	0.2%	1.1%

entry	ERK AVP inh	USP2a inh
31	-4.0%	-15.5%
32	3.1%	-5.4%
33	-4.5%	7.3%
34	-13.7%	-11.2%
35	0.8%	-4.8%
36	-11.9%	-11.6%
37	u	u
38	-1.5%	-6.3%
39	18.0%	-0.1%
40	-18.6%	-15.0%
41	18.1%	u
42	-5.6%	0.6%
43	-14.3%	31.4%[activator]
44	-2.1%	-14.6%
45	2.8%	23.8%

Next section:
entry	compound	Caspase-7 inhib	Caspase-1 inhib
46	COc1cc(O)c(C(=O)c2ccccc2)cc1O	-0.8%	-3.7%
47	O=c1ccn(C2OC(COP(=O)(O)OP(=O)(O)OP(=O)(O)O)C(O)C2O)c(=O)[nH]1 (stereo not drawn)	0.7%	-0.4%
48	C[C@@]12CCC3c4ccc(OS(=O)(=O)O)cc4CCC3C1CCC2O (stereo partly drawn)	1.6%	0.5%
49	C[N+]1(C)C2CCC1CC(OC(=O)C(O)c1ccccc1)C2 (stereo not drawn)	-1.3%	2.4%
50	O=C(/C=C/c1ccccc1)OC1CC(O)C2(O)C=CO[C@@H](OC3OC(CO)C(O)C(O)C3O)C12 (stereo partly drawn)	1.1%	1.6%
51	CCN(CC)C(C)CN1c2ccccc2Sc2ccccc21 (stereo not drawn)	-1.9%	-1.1%
52	NC(Cc1cc(I)c(Oc2ccc(O)c(I)c2)c(I)c1)C(=O)O (stereo not drawn)	-3.5%	-8.5%
53	Cc1c(C(N)=O)cc([N+](=O)[O-])cc1[N+](=O)[O-]	-0.7%	5.7%
54	C#C[C@]1(O)CCC2C3CCC4=C(CCC(=O)C4)C3CC[C@@]21C (stereo partly drawn)	-4.9%	-3.8%
55	CC(C)NCC(O)c1ccc2ccccc2c1 (stereo not drawn)	0.9%	-1.1%
56	CNC1CC(N)[C@H](O)[C@@H](O[C@@H]2OC(CO)C3OC4(OC(C(N)CO)C(O)C(O)C4O)O[C@@H]3[C@H]2O)C1O (stereo partly drawn)	3.4%	-0.3%
57	COc1ccc(-c2coc3c(OC)c(OC)cc(O)c3c2=O)cc1	-1.7%	-1.3%
58	CCCCCCCCCCCCCCCC(=O)OC/C=C(C)/C=C/C=C(C)/C=C/C1=C(C)CCCC1(C)C	-0.1%	0.4%
59	COc1cc(OC)c2c(=O)c(-c3ccccc3)c(C)oc2c1OC	0.5%	-0.9%
60	CC(=O)Oc1c(C)cccc1C(=O)O	1.1%	0.1%

entry	ERK AVP inh	USP2a inh
46	-10.2%	-24.7%
47	24.2%	2.7%
48	5.4%	-1.4%
49	18.9%	-10.7%
50	-7.9%	-1.8%
51	10.0%	-22.7%
52	-9.4%	36.2%[activator]
53	-19.9%	0.7%
54	-17.8%	-6.5%
55	18.6%	-14.8%
56	6.2%	-4.0%
57	u	24.5%
58	17.5%	-24.4%
59	6.4%	6.2%
60	-18.6%	12.0%

(more compounds)
entry	compound	Caspase-7 inhib	Caspase-1 inhib
61	C#C[C@]1(OC(C)=O)CCC2C3CCC4=CC(=O)CCC4C3CC[C@]21C (stereo partly drawn)	-0.9%	0.8%
62	COc1ccc(-c2oc3cc(O[C@@H]4OC(CO)C(O)C(O)C4O)c(OC)c(O)c3c(=O)c2OC)cc1O (stereo partly drawn)	-0.5%	-0.1%
63	COc1c2c(cc3occ(-c4ccc5c(c4)OCO5)c(=O)c13)OC(C)(C)C=C2	-5.4%	-5.9%
64	CC1OC(OCC2OC(Oc3c(-c4ccc(O)c(O)c4)oc4cc(O)cc(O)c4c3=O)C(O)C(O)C2O)[C@@H](O)C(O)C1O (stereo partly drawn)	-0.7%	-2.0%
65	COc1ccc(C2C(=O)c3ccccc3C2=O)cc1	1.3%	3.0%
66	Nc1ccccc1C(=O)CC(N)C(=O)O (stereo not drawn)	0.3%&-24.6%	0.1%&-17.7%
67	NCC1CCCCC1CC(=O)O (stereo not drawn)	0.1%	2.6%
68	CC(=O)OC1CC2C(C)(C)C(=O)[C@@H]3OC3[C@@]2(C)C2CC[C@]3(C)C(=CC(=O)OC3c3ccoc3)[C@]12C (stereo partly drawn)	-1.5%	1.4%

entry	ERK AVP inh	USP2a inh
61	u	6.1%
62	4.6%	-10.1%
63	u	-26.3%
64	-4.9%	-9.2%
65	8.8%	1.3%
66	6.6%&14.9%	1.3%
67	19.0%	-4.9%
68	11.0%	5.6%

A few values from the list.
COc1c2c(cc3occ(-c4ccc5c(c4)OCO5)c(=O)c13)OC(C)(C)C=C2 @ Caspase-1 inhib: -5.9%
CC1OC(OCC2OC(Oc3c(-c4ccc(O)c(O)c4)oc4cc(O)cc(O)c4c3=O)C(O)C(O)C2O)[C@@H](O)C(O)C1O (stereo partly drawn) @ Caspase-7 inhib: -0.7%
C#C[C@]1(OC(C)=O)CCC2C3CCC4=CC(=O)CCC4C3CC[C@]21C (stereo partly drawn) @ USP2a inh: 6.1%
Nc1ccccc1C(=O)CC(N)C(=O)O (stereo not drawn) @ Caspase-1 inhib: 0.1%&-17.7%
